Compound activity (PubChem)
PME-1 primary – blocks human protein phosphatase methylesterase 1; Q9Y570; recombinant PME-1, FP-Rh probe fluorescence polarization; inhibition, % at 5.9 µM; 0.53% of 320,000 active;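 active = inhibition above the campaign mean of all compounds plus 3 SD, cut at about 26% in these data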;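 note: competitive labeling of PME-1 active site by serine hydrolase directed probe; 0% = PME-1 with DMSO and 100% = wells lacking PME-1 enzyme; inhibitors block probe labeling so polarization falls and inhibition rises; many of its hits are not listed in these tables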
MEX-5 binding – C. elegans MEX-5 TCR-2 RNA binding activity. 0.38% of 300,000 active. activity score (negative = inhibition of binding), % at 10 µM. AID 1832. MEX-5/FITC-TCR2 RNA binding, fluorescence polarization; stronger effect = lower value. Q9XUB2;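 active = inhibition past about -25% in most replicates, and total fluorescence under double the plate's negative control median, limit read from the data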;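 note: 0% = DMSO and -100% = 5 µM competing unlabeled TCR2 RNA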
Bcl-xL primary – Bcl-xL (human) inhibition. Q07817. GST-Bcl-xL / FITC-Bim BH3 peptide fluorescence polarization. inhibition, % at 10.9 µM. 0.7% of 320,000 active;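 active = inhibition above the mean of all tested compounds plus 3 SD, cutoff set per campaign, cut at about 30% in these data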;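 note: 0% = DMSO wells and 100% = unlabeled Bim-BH3 peptide competitor; inhibitors lower millipolarization by displacing the labeled peptide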
Target sequence (Q07817 whole entry, looked up): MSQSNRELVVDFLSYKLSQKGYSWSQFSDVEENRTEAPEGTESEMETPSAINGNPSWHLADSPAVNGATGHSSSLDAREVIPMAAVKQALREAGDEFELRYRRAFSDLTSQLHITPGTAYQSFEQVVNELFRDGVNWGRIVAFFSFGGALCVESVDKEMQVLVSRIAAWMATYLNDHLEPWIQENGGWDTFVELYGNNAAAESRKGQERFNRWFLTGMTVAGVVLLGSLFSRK
Fam108B inh – counter-screen for RBBP9 inhibitors: inhibitors of mouse Fam108B; 0.33% of 300,000 active; recombinant Fam108B, FP-Rh probe fluorescence polarization; inhibition, % at 9.51 µM;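 active = inhibition above the screen mean inhibition plus 3 SD, computed separately per campaign, cut at about 18% in these data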;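 note: inhibitors lower polarization as less probe binds the enzyme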
MCL1 BIM primary – MCL1-BIM-BH3 interaction inhibition (human); Q07820; inhibition, % at 10.9 µM; 0.68% of 320,000 active; GST-MCL1 / FITC-Bim-BH3 fluorescence polarization;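 active = inhibition above the mean inhibition of all tested compounds plus 3 SD, set per campaign, cut at about 40% in these data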;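 note: 0% = DMSO wells and 100% = unlabeled Bim-BH3 peptide control; higher means more loss of mP so more displacement of Bim peptide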
GRK2 aptamer HTS – inhibitors of human GRK2 displacing RNA aptamer. inhibition of aptamer binding, % at 10 µM. bead flow cytometry, FAM-aptamer displacement from GRK2. 0.59% of 330,000 active. P25098;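 active = inhibition of aptamer binding above 40%, roughly 3 SD of noise, on plates passing a quality check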;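 note: median bead fluorescence of bound FAM aptamer so fluorescent compounds give negative values; no value below 0 was filed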
Efflux pump mplx – antifungal efflux pump inhibition, Nile Red retention; 0.44% of 330,000 active; inhibition, % at 10 µM; S. cerevisiae Candida pump triplex;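 active = plate passing quality check with inhibition over a set limit, or well fluorescence over plate mean plus 4 SD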;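 note: Nile Red retained in pooled yeast measured as flow cytometry median fluorescence; 0% = buffer negative control and 100% = Enniatin B positive control; higher means more Nile Red kept so more efflux inhibition; some compounds called inactive have numbers as strong as hits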
VLA-4 inh – inhibition in a human VLA-4 binding assay. inhibition, % (about 7 µM as worked out from the volumes in the protocol). VLA-4 expressing cells, ligand binding flow cytometry. AID 2557. 0.2% of 330,000 active. P13612; in the data active = inhibition above about 50%
GLD-1 TGE inh – GLD-1-TGE RNA interaction inhibition (C. elegans). Q17339. purified GLD-1 + fluorescein TGE RNA, fluorescence polarization. inhibition, % at 5.96 µM. 0.44% of 320,000 active;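 active = percent inhibition above a per-plate cutoff, the plate mean of test compounds plus 3 SD, cut at about 30% in these data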;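 note: 0% = DMSO wells with GLD-1 and probe and 100% = wells lacking GLD-1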
Target sequence (Q17339 whole entry, looked up): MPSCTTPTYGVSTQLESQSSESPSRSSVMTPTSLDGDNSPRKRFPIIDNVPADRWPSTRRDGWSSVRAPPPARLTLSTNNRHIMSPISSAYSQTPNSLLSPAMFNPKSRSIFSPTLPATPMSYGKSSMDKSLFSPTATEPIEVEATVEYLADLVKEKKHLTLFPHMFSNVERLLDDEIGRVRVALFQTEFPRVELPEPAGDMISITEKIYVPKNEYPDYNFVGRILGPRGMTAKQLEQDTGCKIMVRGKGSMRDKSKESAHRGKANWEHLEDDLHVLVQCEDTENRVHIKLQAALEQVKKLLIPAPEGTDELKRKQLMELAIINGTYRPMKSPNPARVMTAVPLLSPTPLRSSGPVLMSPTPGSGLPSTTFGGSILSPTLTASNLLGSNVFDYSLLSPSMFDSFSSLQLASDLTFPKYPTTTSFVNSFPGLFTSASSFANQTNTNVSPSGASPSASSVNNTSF
* marks the source's active call; other numbers are inactive results; . = no result given.

1. Cc1ccc2c(COC(=O)C3CSC4(C)CCC(=O)N34)cc(=O)oc2c1C (stereo not drawn)
2. Cc1ccc(C(=O)NCC(=O)OC2CCCCC2=O)cc1C (stereo not drawn)
3. O=C(CN1CCOCC1)Nc1ncc(Cc2ccccc2Cl)s1
4. O=C(CSCc1c(F)cccc1Cl)Nc1ccccc1C(=O)N1CCOCC1
5. COc1ccc(Cl)cc1NC(=O)c1ocnc1C
6. COC(=O)c1ccc2[nH]ccc2c1
compound no.,1,2,3,4,5,6
PME-1 primary,.,.,1.0,-0.7,2.9,-4.0
MEX-5 binding,.,.,1.6,-1.7,0.9,-4.0
Bcl-xL primary,.,.,10.6,7.2,-0.5,5.4
Fam108B inh,.,.,2.5,1.9,3.7,3.8
MCL1 BIM primary,.,.,11.1,5.5,3.8,-0.7
GRK2 aptamer HTS,7.0,2.0,5.0,4.0,1.0,3.0
Efflux pump mplx,0.0,0.2,0.1,-0.1,0.7,-0.3
VLA-4 inh,-15.1,-5.1,8.5,3.9,10.1,10.3
GLD-1 TGE inh,3.1,2.4,7.3,4.8,2.3,-4.7

7. CCc1ccccc1NC(=O)CSc1nc2ccccc2nc1N1CCOCC1
8. O=C(CCCN1C(=O)[C@H]2CC=CC[C@H]2C1=O)NCc1nc(-c2ccccc2)no1
9. CN(Cc1cccnc1)C(=O)c1cc(COc2ccc3c(c2)CCCC3)on1
10. Cc1ccc2oc3nc(C)c(C(=O)O)cc3c(=O)c2c1
11. Cc1cccc(NC(=O)c2ccc(S(=O)(=O)N3CCCC3)cc2)c1C
12. CCNC(=O)CC1C(=O)N(c2ccc(F)cc2)C(=O)N1Cc1cccs1 (stereo not drawn)
compound no.,7,8,9,10,11,12
PME-1 primary,-0.1,-10.8,-1.7,-0.1,-1.9,2.0
MEX-5 binding,2.5,-0.6,-2.2,-1.1,0.0,2.9
Bcl-xL primary,3.6,-5.3,0.8,4.0,2.8,4.1
Fam108B inh,4.0,-0.7,-4.3,2.5,-1.5,-0.9
MCL1 BIM primary,3.7,-9.7,3.2,-2.9,11.0,-5.8
GRK2 aptamer HTS,3.0,4.0,0.0,0.0,0.0,3.0
Efflux pump mplx,0.3,0.0,0.1,0.0,0.2,-0.1
VLA-4 inh,-4.5,-8.9,-3.2,-16.1,13.3,-1.9
GLD-1 TGE inh,-3.8,1.1,5.0,-3.7,-0.2,5.7

Entries of single compounds from above. Order of values: PME-1 primary	MEX-5 binding	Bcl-xL primary	Fam108B inh	MCL1 BIM primary	GRK2 aptamer HTS	Efflux pump mplx	VLA-4 inh	GLD-1 TGE inh
`O=C(CCCN1C(=O)[C@H]2CC=CC[C@H]2C1=O)NCc1nc(-c2ccccc2)no1` is entered as -10.8	-0.6	-5.3	-0.7	-9.7	4.0	0.0	-8.9	1.1
`CCc1ccccc1NC(=O)CSc1nc2ccccc2nc1N1CCOCC1` is entered as -0.1	2.5	3.6	4.0	3.7	3.0	0.3	-4.5	-3.8

Remaining list, next part.
13. CC(=O)c1ccc(-c2ccc(C(=O)N3CCN(c4ccc(F)cc4)CC3)o2)cc1
14. O=C(COc1ccccc1Cl)N1CCN(c2ccc([N+](=O)[O-])c(N3CCOCC3)c2)CC1
15. O=C(Nc1ccc2c(c1)OCCO2)C(=S)NCc1ccccc1
16. O=C(c1cc(Cl)ccc1[N+](=O)[O-])n1cnc2ccccc21
17. CS(=O)(=O)N1CCc2cc(C(=O)Nc3ccccc3)ccc21
18. O=C(O)/C=C/C(=O)NC1CC1
compound no.,13,14,15,16,17,18
PME-1 primary,4.1,2.7,0.8,-4.2,0.2,-2.7
MEX-5 binding,0.0,1.7,-4.1,1.5,1.6,-0.5
Bcl-xL primary,0.7,2.1,9.5,-3.0,5.6,10.8
Fam108B inh,5.4,-5.5,-0.3,1.9,1.3,0.1
MCL1 BIM primary,-8.0,-6.1,4.4,-5.5,0.7,11.8
GRK2 aptamer HTS,0.0,1.0,0.0,0.0,0.0,0.0
Efflux pump mplx,0.1,0.1,0.0,0.0,0.1,0.0
VLA-4 inh,-10.7,16.5,-0.5,-0.5,6.9,3.3
GLD-1 TGE inh,3.1,-5.1,4.7,7.0,6.6,9.0

Structural class, the compounds so far containing a Cl atom
3. O=C(CN1CCOCC1)Nc1ncc(Cc2ccccc2Cl)s1
4. O=C(CSCc1c(F)cccc1Cl)Nc1ccccc1C(=O)N1CCOCC1
5. COc1ccc(Cl)cc1NC(=O)c1ocnc1C
14. O=C(COc1ccccc1Cl)N1CCN(c2ccc([N+](=O)[O-])c(N3CCOCC3)c2)CC1
16. O=C(c1cc(Cl)ccc1[N+](=O)[O-])n1cnc2ccccc21
compound no.,3,4,5,14,16
PME-1 primary,1.0,-0.7,2.9,2.7,-4.2
MEX-5 binding,1.6,-1.7,0.9,1.7,1.5
Bcl-xL primary,10.6,7.2,-0.5,2.1,-3.0
Fam108B inh,2.5,1.9,3.7,-5.5,1.9
MCL1 BIM primary,11.1,5.5,3.8,-6.1,-5.5
GRK2 aptamer HTS,5.0,4.0,1.0,1.0,0.0
Efflux pump mplx,0.1,-0.1,0.7,0.1,0.0
VLA-4 inh,8.5,3.9,10.1,16.5,-0.5
GLD-1 TGE inh,7.3,4.8,2.3,-5.1,7.0

Next entries:
19. CN(C)CC(O)COc1cc2ccccc2cc1C(=O)N1CCCCC1 (stereo not drawn)
20. CC1CC(C)CN(CCCNC(=O)c2ccc3nc(N4CCOCC4)sc3c2)C1 (stereo not drawn)
21. CCN(CC)CCOc1cccc(C(C)C)c1
22. O=C(CSc1nncs1)N1c2ccccc2Sc2ccccc21
23. C#CCSc1ncc(S(=O)(=O)c2ccccc2)c(=O)[nH]1
24. O=C(c1cc(C2CC2)on1)N1CCOCC1
compound no.,19,20,21,22,23,24
PME-1 primary,-0.1,-1.4,-2.8,-2.9,4.5,0.2
MEX-5 binding,-1.0,-1.2,1.3,0.9,2.6,0.1
Bcl-xL primary,3.3,2.2,4.4,2.8,4.5,-0.9
Fam108B inh,3.7,-3.6,0.4,-1.1,3.5,6.5
MCL1 BIM primary,4.6,-0.5,6.2,-0.9,-2.6,-0.3
GRK2 aptamer HTS,0.0,0.0,1.0,1.0,2.0,0.0
Efflux pump mplx,0.1,0.3,0.0,0.2,-0.4,0.1
VLA-4 inh,5.9,5.3,-2.2,4.0,5.3,-0.3
GLD-1 TGE inh,1.4,-4.9,4.4,3.6,5.2,1.5

Ordered by value in PME-1 primary (rising): 6 of the compounds above
item	SMILES	PME-1 primary
22	O=C(CSc1nncs1)N1c2ccccc2Sc2ccccc21	-2.9
21	CCN(CC)CCOc1cccc(C(C)C)c1	-2.8
20	CC1CC(C)CN(CCCNC(=O)c2ccc3nc(N4CCOCC4)sc3c2)C1 (stereo not drawn)	-1.4
19	CN(C)CC(O)COc1cc2ccccc2cc1C(=O)N1CCCCC1 (stereo not drawn)	-0.1
24	O=C(c1cc(C2CC2)on1)N1CCOCC1	0.2
23	C#CCSc1ncc(S(=O)(=O)c2ccccc2)c(=O)[nH]1	4.5

Remaining list, next part
25. O=c1c(Cc2ccc(F)cc2)c(O)ccn1CCCN1CCOCC1
26. NC(=O)NC(CC(=O)NNC(=O)c1cccs1)c1ccc(Cl)cc1 (stereo not drawn)
27. O=C(O)CC(CNS(=O)(=O)c1ccccc1)c1ccccc1 (stereo not drawn)
28. O=S(=O)(c1ccc(Cl)nc1)N1CCCC1
29. C=CCC(=O)NC1CCCc2c1cnn2-c1cc(F)cc(F)c1 (stereo not drawn)
30. O=c1c2c3c(sc2n(CCN2CCCC2)c(=O)n1Cc1ccco1)CCCCC3
compound no.,25,26,27,28,29,30
PME-1 primary,4.3,.,-6.0,.,-1.7,-1.2
MEX-5 binding,1.9,.,2.1,.,-0.8,0.4
Bcl-xL primary,4.3,.,0.9,.,6.1,3.9
Fam108B inh,2.6,.,4.6,.,-1.1,13.4
MCL1 BIM primary,8.9,.,2.1,.,10.6,9.0
GRK2 aptamer HTS,0.0,0.0,0.0,0.0,0.0,0.0
Efflux pump mplx,-0.1,-0.1,-0.2,0.1,-0.1,-0.2
VLA-4 inh,33.9,-14.4,9.8,32.8,-5.8,5.3
GLD-1 TGE inh,4.0,-2.1,3.5,2.7,-6.5,2.4

A portion of the library; the hit share may differ from the screen's.
